p97 ATPase inh = inhibitors of human p97 ATPase, primary screen, biochemical. recombinant p97 ATPase, Kinase-Glo ATP luminescence, 3 h. inhibition, % at 8 µM. 220,000 compounds, 0.42% hits; in the data active = inhibition above about 15%;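 note: 0% = DMSO vehicle and 100% = wells lacking enzyme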
FXIa inh = human FXIa protease inhibitors, primary screen, biochemical, 1536-well | purified FXIa, Boc-Glu-Ala-Arg-AMC fluorogenic substrate | inhibition, % at 5 µM | 220,000 compounds, 0.14% hits;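 active = inhibition of at least 40%; inactive = inhibition below 40%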;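 note: fluorescence of freed AMC excited at 355 nm; 0% = enzyme without compound and 100% = no enzyme blank; many of its hits are not listed in these tables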
hK5 inh = human KLK5 protease inhibitors, primary screen, biochemical, 1536-well. recombinant hK5, fluorogenic AMC substrate cleavage. inhibition, % at 5 µM. 210,000 compounds, 0.59% hits. AID 873, 2007;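 active = inhibition of 40% or more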;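 note: 0% = enzyme controls without compound and 100% = no-enzyme blanks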
Target sequence (Q9Y337 67-293 limits assumed): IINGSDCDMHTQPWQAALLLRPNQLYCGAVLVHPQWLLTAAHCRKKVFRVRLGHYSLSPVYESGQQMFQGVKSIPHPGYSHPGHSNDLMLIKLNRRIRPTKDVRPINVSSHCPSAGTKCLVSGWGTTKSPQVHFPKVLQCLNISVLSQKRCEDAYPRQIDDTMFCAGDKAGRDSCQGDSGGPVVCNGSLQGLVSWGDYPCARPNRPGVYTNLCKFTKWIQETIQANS
FXIIa inh 1536 = human FXIIa protease inhibitors, primary screen, biochemical, 1536-well | purified FXIIa, Boc-QGR-AMC fluorogenic substrate, 2 h | inhibition, % at 5 µM | 220,000 compounds, 0.3% hits | AID 800, 2007; in the data active = inhibition above about 40%;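 note: 0% = enzyme with no compound and 100% = blank without enzyme; many of its hits are not listed in these tables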
14-3-3 Bad PPI = inhibitors of 14-3-3 zeta/Bad binding, primary screen, biochemical, TR-FRET, bovine 14-3-3 zeta. 14-3-3 protein zeta/delta (Bos taurus), P63103. TR-FRET 14-3-3zeta/Dy647-pBad peptide displacement, 1 h. inhibition, % at 21.7 µM. 220,000 compounds, 0.71% hits. AID 781, 2007;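 active = inhibition above about 70%, limit read from the data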;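 note: 0% = full 14-3-3 plus peptide FRET controls and 100% = background without 14-3-3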
Wee1 degr inh = Wee1 degradation inhibitors, primary screen, cell-based, HeLa, Wee1K328M-luciferase, luminescence. HeLa Luc-Wee1K328M stability; 100% = proteasome inhibitor MG132 effect. reporter increase, % at 5 µM. 220,000 compounds, 1.2% hits;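 active = activation above the mean of all tested compounds plus 3 SD, set per screening run, cut at about 8.8% in these data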;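 note: cells exposed to compound for 20 h before luminescence read; 0% = DMSO alone and 100% = MG132 at 30 µM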
Target sequence (P30291 whole entry K328M): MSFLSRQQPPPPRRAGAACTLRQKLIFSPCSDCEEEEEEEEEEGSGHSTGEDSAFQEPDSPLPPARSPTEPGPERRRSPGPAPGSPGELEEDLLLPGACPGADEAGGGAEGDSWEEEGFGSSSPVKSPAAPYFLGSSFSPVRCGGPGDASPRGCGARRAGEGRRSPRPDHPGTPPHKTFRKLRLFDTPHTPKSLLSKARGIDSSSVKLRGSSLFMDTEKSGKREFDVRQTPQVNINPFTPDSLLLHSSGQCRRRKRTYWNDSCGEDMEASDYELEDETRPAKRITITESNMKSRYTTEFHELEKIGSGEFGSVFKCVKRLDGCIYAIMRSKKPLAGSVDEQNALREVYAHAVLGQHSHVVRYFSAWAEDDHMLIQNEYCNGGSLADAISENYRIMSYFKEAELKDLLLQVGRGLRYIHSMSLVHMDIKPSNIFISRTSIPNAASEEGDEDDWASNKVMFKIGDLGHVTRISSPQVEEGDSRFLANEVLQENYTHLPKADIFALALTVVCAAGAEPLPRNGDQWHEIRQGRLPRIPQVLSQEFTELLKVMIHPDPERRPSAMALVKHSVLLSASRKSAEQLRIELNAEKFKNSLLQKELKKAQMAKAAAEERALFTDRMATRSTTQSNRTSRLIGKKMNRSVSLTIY
Rad51 HR inh = human RAD51 strand exchange inhibitors, primary screen, biochemical, fluorescence | 200,000 compounds, 0.085% hits | DNA repair protein RAD51 homolog 1 (Homo sapiens), Q06609 | AID 1385, 2008 | hRad51 DNA strand exchange, fluorescence dequenching | inhibition, % at 10 µM;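 active = inhibition above 40% at the single screening dose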;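 note: 0% = DMSO control wells and 100% = blanks with heterologous ssDNA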
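System: human Rad51 nucleoprotein filaments preassembled on unlabelled ssDNA. Reagent: labelled 47-mer dsDNA for strand exchange. Schedule: 30-min compound preincubation and 15-min exchange, both room temperature. Measured by: FRET fluorescence dequenching, excitation 485 nm, emission 520 nm. Read-out: Fluorescence-based percent inhibition, control- and blank-normalised. Benchmarks: plate controls and plate blanks.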
Mdm2 ligase inh = MDM2-luciferase reporter signal enhancers, primary screen, MDM2 E3 ligase inhibitor project, cell-based, luminescence, 1536-well | E3 ubiquitin-protein ligase Mdm2 (Homo sapiens), Q00987 | cell-based MDM2 ubiquitination luciferase reporter, 2 h; 0 = plate control, 100 = twice control, blank-subtracted | signal enhancement, % at 5 µM | 210,000 compounds, 0.11% hits | AID 1230, 2008;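 active = signal enhancement of 30% or more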;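 note: luminescence tracks abundance of the self-degrading MDM2-luciferase fusion protein; higher signal means inhibition of MDM2 E3 ligase activity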
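test system = mammalian cells stably expressing self-ubiquitinating, self-degrading MDM2 E3–luciferase fusion | quantity = 2000 cells/well | incubation = cell settling 4 h, compound treatment 2 h, both 37 °C | signal = luminescence with SteadyLite reagent, 15 min at room temperature | evaluation = % enhancement relative to plate controls after blank subtraction | benchmarks = plate controls and plate blanks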
eIF4E 4G PPI = eIF4E–eIF4G protein interaction inhibitors, primary screen, biochemical, uHTS, TR-FRET, eIF4GI fragment; Eukaryotic translation initiation factor 4E (Mus musculus) + Eukaryotic translation …; TR-FRET eIF4E-eIF4GI(517-606) binding, 2 h; inhibition, % at 21.7 µM; 220,000 compounds, 0.37% hits; AID 782, 2007;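 active = inhibition above about 30%, limit read from the data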;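 note: 0% = full FRET control wells and 100% = background wells lacking eIF4GI fragment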
* hit, by the source's call; i = inactive; . = not tested or not shown; [ ] = dose if it differs, or a comment.

SMILES	p97 ATPase inh	FXIa inh	hK5 inh	FXIIa inh 1536	14-3-3 Bad PPI	Wee1 degr inh	Rad51 HR inh	Mdm2 ligase inh	eIF4E 4G PPI
COCCCn1c(=O)/c(=C\c2ccccc2OC(F)F)s/c1=C(/C#N)C(=O)NC(C)C	1	6	-3	11	2	-3	1	4	0
C=CSc1sc(Cl)c(N2CCOCC2)c1[N+](=O)[O-]	3	-9	-17	3	-3	-4	10	-12	-2
COc1cccc(-c2noc(CCC(=O)NCC3CCCO3)n2)c1 (configuration not stated)	1	-1	-3	9	-4	-3	.	-1	1
Cc1ccc2cc3c(NC(=O)C4CCCO4)nn(CC(C)C)c3nc2c1 (configuration not stated)	0	0	3	1	6	1	3	-9	-6
O=C(COC(=O)c1ccccc1Br)Nc1cc(S(=O)(=O)N2CCOCC2)ccc1N1CCCC1	2	0	-1	5	2	-1	1	-18	2
CCOC(=O)C(=O)Nc1ccccc1C(=O)OCC	-1	-6	-5	1	-10	6	3	-17	0
COCCOC(=O)c1cc(C(=O)c2cc(Cl)ccc2O)coc1=N	0	7	-7	11	-8	1	-29	-10	-1
O=C(O)CNC(=O)C12CC3CC(CC(Cl)(C3)C1)C2	1	-1	1	3	-6	-1	13	-54	-1
Nc1ccc(O)cc1C(=O)OCC(=O)c1ccc(C2CCCCC2)cc1	4	6	-15	14	-9	-2	5	-1	-1
CC1=C(C(=O)NCc2ccccc2)C(c2ccc(C)o2)n2ncnc2N1 (configuration not stated)	6	2	5	10	-6[fluorescence artefact?]	-3	-7	-6	1[fluorescence artefact?]
O=S(=O)(NC1=NCCC1)c1cccc(NS(=O)(=O)c2ccc(OC(F)(F)F)cc2)c1	7	6	-16	9	3	-2	-6	-2	-4
CCc1nnc(NC(=O)c2sc3nc4c(cc3c2N)CCCCCC4)s1	10	0	-19	3	57	0	-6	-12	17
CCCC(=O)Nc1cc(Cl)ccc1C	-3	12	2	11	-2	0	4	-23	0
O=C(NC1CCCCC1)C(=S)NC1CCCCC1	2	-1	0	4	-11	2	-8	-6	2
Nc1cccnc1Sc1cc(Cl)c(Cl)cc1Cl	3	-5	-4	0	1	2	-1	-7	4[fluorescence artefact?]
CCOc1ccc(OCCOc2ncnc3ccccc23)cc1	1	-9	7	3	3	0	3	-3	-1
COc1ccc(O[C@H]2C=C[C@@H](c3ccccc3)O[C@@H]2CO/N=C/C[C@@H]2C=C[C@H](OC(C)=O)[C@@H](COC(C)=O)O2)cc1	-18	-2	13	20	6	-3	.	.	-4[fluorescence artefact?]
S=c1[nH]nc(-c2ccc(Cl)cc2)n1-c1cccnc1	3	-3	-5	2	-3	-1	23	-19	6
COc1ccc(S(=O)(=O)NCc2csc(C)n2)cc1	2	4	8	-5	3	1	5	6	0
Cn1nnnc1NCc1c(F)cccc1Cl	2	17	-3	27	10	10*	9	-11	6
O=C(N/N=C/c1cn(-c2ccccc2)nc1-c1ccc(F)cc1)c1ccc2c(c1)OCO2	2	-2	3	-9	-7[fluorescence artefact?]	0	-8	-19	2[fluorescence artefact?]
CCC(C)NC(=O)CSc1c2c(nc3ccccc13)CCCC2 (configuration not stated)	4	-2	.	2	0	-2	-21	3	1
COc1ccc(NC(=O)CC(CC(=O)O)c2cc(OC)c(OC)c(OC)c2)cc1 (configuration not stated)	10	2	1	5	-5	-4	.	-7	0
Cc1ccccc1C(=O)N1CCC(C(=O)Nc2ccc3c(c2)OCO3)CC1	1	7	-17	12	-21[fluorescence artefact?]	2	5	-5	7

One compound at a time, as listed above. Screens in order: p97 ATPase inh, FXIa inh, hK5 inh, FXIIa inh 1536, 14-3-3 Bad PPI, Wee1 degr inh, Rad51 HR inh, Mdm2 ligase inh, eIF4E 4G PPI
Shown for Cc1ccccc1C(=O)N1CCC(C(=O)Nc2ccc3c(c2)OCO3)CC1 = 1, 7, -17, 12, -21[fluorescence artefact?], 2, 5, -5, 7
Shown for COc1ccc(NC(=O)CC(CC(=O)O)c2cc(OC)c(OC)c(OC)c2)cc1 (configuration not stated) = 10, 2, 1, 5, -5, -4, ., -7, 0

5 neighbouring compounds already listed, quoted:
SMILES	p97 ATPase inh	FXIa inh	hK5 inh	FXIIa inh 1536	14-3-3 Bad PPI	Wee1 degr inh	Rad51 HR inh	Mdm2 ligase inh	eIF4E 4G PPI
Nc1cccnc1Sc1cc(Cl)c(Cl)cc1Cl	3	-5	-4	0	1	2	-1	-7	4[fluorescence artefact?]
CCOc1ccc(OCCOc2ncnc3ccccc23)cc1	1	-9	7	3	3	0	3	-3	-1
COc1ccc(O[C@H]2C=C[C@@H](c3ccccc3)O[C@@H]2CO/N=C/C[C@@H]2C=C[C@H](OC(C)=O)[C@@H](COC(C)=O)O2)cc1	-18	-2	13	20	6	-3	.	.	-4[fluorescence artefact?]
S=c1[nH]nc(-c2ccc(Cl)cc2)n1-c1cccnc1	3	-3	-5	2	-3	-1	23	-19	6
COc1ccc(S(=O)(=O)NCc2csc(C)n2)cc1	2	4	8	-5	3	1	5	6	0

Carrying on:
SMILES	p97 ATPase inh	FXIa inh	hK5 inh	FXIIa inh 1536	14-3-3 Bad PPI	Wee1 degr inh	Rad51 HR inh	Mdm2 ligase inh	eIF4E 4G PPI
CC(=O)Nc1ccc(N2C(=O)c3ccc(C(=O)Nc4nnc(SCc5ccc(F)cc5)s4)cc3C2=O)cc1	5	5	11	16	17	0	.	1	7
O=C(Nc1ccc2oc(-c3ccccc3)nc2c1)c1ccco1	-3	-1	-11	-3	-12	4	11	-5	-4[fluorescence artefact?]
COc1ccc(-c2ccc(=O)n(CC(=O)NCc3ccco3)n2)cc1	0	-1	-3	14	-6	-3	1	-5	7
COc1ccc2c(c1)c(=O)oc1cc(OCC(=O)N3CCCC(C)C3)ccc12 (configuration not stated)	-1	-7	-126	-24	13	1	16	-16	-12
CC(=O)Nc1ccc(NC(=O)CCCCCN2C(=O)c3ccccc3C2=O)cc1	4	-2	1	13	6	0	-1	-10	-1
Cc1ccc(Sc2ccncc2S(N)(=O)=O)cc1	6	6	-4	9	11	-1	.	-6	-5
COc1ccc(NC2c3ccccc3C(=O)N2Cc2ccc3c(c2)OCO3)cc1 (configuration not stated)	2	3	5	14	-7	-2	.	.	-3
CC(=O)Nc1ccc(S(=O)(=O)N2C(=O)c3cccc4cccc2c34)cc1	4	-6	0	-2	6	3	37	.	-13
CCCn1c(=O)c(C(=O)N/N=C/c2ccccc2F)c(O)c2ccccc21	0	-1	3	11	-4	-2	-2	-12	1
COc1cc(CNC2CCCC2)cc(OC)c1	4	-8	-30	1	-3	-1	i	-10	2
COc1cc(NC(=O)c2ccccc2Cl)c(OC)cc1NC(=O)CN1CCOCC1	0	7	12	11	4	1	1	-12	1
O=C(Nc1cc(S(=O)(=O)N2CCCC2)ccc1Cl)C1=COCCO1	3	-5	0	0	-3	-2	-4	-14	9

Individual results from the results shown:
hK5 inh result of COc1ccc(NC2c3ccccc3C(=O)N2Cc2ccc3c(c2)OCO3)cc1 (configuration not stated) stands at 5
FXIIa inh 1536 result of CCCn1c(=O)c(C(=O)N/N=C/c2ccccc2F)c(O)c2ccccc21 stands at 11

(further entries)
SMILES	p97 ATPase inh	FXIa inh	hK5 inh	FXIIa inh 1536	14-3-3 Bad PPI	Wee1 degr inh	Rad51 HR inh	Mdm2 ligase inh	eIF4E 4G PPI
Cc1ccc(NC(NC(=O)Cc2ccccc2)C(Cl)(Cl)Cl)cc1 (configuration not stated)	4	5	-5	12	0[fluorescence artefact?]	1	-7	0	1
COc1cccc2c(=O)n(CC(=O)N3CCc4ccccc43)ccc12	5	-7	8	-1	4	-1	3	-5	-4
CC(C)(C)C(=O)CC1(O)C(=O)N(Cc2ccccc2)c2ccccc21 (configuration not stated)	-7	19	-9	34	-2	-1	7	-5	5
CCOC(=O)CNC(=O)CN1C(=O)CCS(=O)(=O)c2ccccc21	3	-1	-11	14	17	4	4	0	4
CCCNC(=O)C/C(C)=N/NC(=O)COc1ccc(C)cc1Br	-2	5	-8	8	23	-2	.	0	3[fluorescence artefact?]
O=C(CN1C(=O)C2C3C=CC(C3)C2C1=O)Nc1ccc2c(c1)OCCO2 (configuration not stated)	3	-7	-4	11	-1[fluorescence artefact?]	5	-1	7	-13
CCOC(=O)c1ccc(OC)c(OC)c1Cl	4	-5	1	5	-7	1	10	-21	10
Cc1ccc(C2(c3noc(CN(C)CC4COCCO4)n3)CCCC2)cc1 (configuration not stated)	-5	-3	.	3	-5	1	20	-3	1
CC(c1ccon1)N(C)Cc1cn(C)nc1-c1cccc(Cl)c1 (configuration not stated)	-2	0	.	4	-8	-2	-13	-4	3
Cc1ccc(NS(=O)(=O)c2ccc(Br)s2)cc1S(=O)(=O)N1CCOCC1	0	-4	-25	4	-16	1	-11	10	0
O=C1CSC(c2cn(-c3ccccc3)nc2-c2cccs2)N1CC1CCCO1 (configuration not stated)	-4	21	-14	8	12[fluorescence artefact?]	-1	3	-7	-7[fluorescence artefact?]
CCOc1cc(/C=C2\SC(=N)N(c3nonc3N)C2=O)ccc1OCC(N)=O	4	7	-25	8	-5[fluorescence artefact?]	4	.	.	0[fluorescence artefact?]
Cc1nc(N)sc1-c1nnc(SCC(=O)Nc2nccs2)n1C	3	10	-21	7	5	4	-3	-12	4
O=C(COC(=O)CNC(=O)c1ccco1)Nc1ccccc1OC(F)F	3	-3	-5	5	-12	-1	11	-5	-3
Nc1nc(SCC(=O)NCCO)nc2sc3c(c12)CCCC3	-2	-5	-1	.	3	-4	-3	-30	-2
CSC1=NCCN1C(=O)C(C)Oc1ccccc1 (configuration not stated)	2	-4	-23	6	2[fluorescence artefact?]	1	-4	-14	3
Cc1ccc(C(=O)CSc2ncn[nH]2)cc1	-1	4	-9	12	-6	2	0	-15	26
COc1ccccc1CNC(=O)C/C(C)=N/NC(=O)Cc1ccccc1	-2	-5	-10	-7	0	-1	4	-19	8
CC1(C)CC2(CC(c3ccccc3F)c3cc(Cl)c(O)cc3O2)NC(=S)N1 (configuration not stated)	2	-2	-8	8	-11	-1	32	-4	0
COc1ccc(OC)c(-n2nnnc2SCC(=O)Nc2ccc(C(=O)N3CCCCC3)cc2)c1	0	6	-6	17	-5	0	3	-6	12

Compounds were not picked by outcome. About 3.5% of those tested had a hit in this group.
